Screening results from PubChem.
H9c2 TAG inh – inhibitors of triacylglycerol accumulation, primary screen, cell-based, uHTS, fluorescence, H9c2; H9c2 cells, Nile Red lipid (TAG) fluorescence; cells loaded with 200 µM oleic acid; inhibition, % at 12.5 µM; actives 0.66% (n = 230,000);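 active = pattern-corrected inhibition of lipid staining of at least 50% with the nuclear-stain viability signal not falling by more than 50%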;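 also: 0% = DMSO wells and 100% = triacsin C control wells; some results filed as inactive read as strong as hits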
H9c2 TAG inh DAPI viability – further read-out of H9c2 TAG inh, marked with its call; DAPI nuclei signal change (viability), lower = more cytotoxic, %;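 whole-well DAPI fluorescence read on a plate reader as a viability signal; minus 50 percent equals half of cells still viable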
An asterisk follows results filed as active. Some of the compounds tested; rates above refer to the full screens.

#1 CCCS(=O)(=O)NC(=O)C1(C)CCCN(C(=O)c2cccnc2Oc2ccccc2)C1 (stereo not given)
#2 Cc1cc(C)c[n+](-c2[nH]c(=O)sc2/C=N/N=C(\N)[S-])c1
#3 O=C(c1ccc(C(F)(F)F)cc1)N1CCN(c2ccc(N3CCOCC3)nn2)CC1
#4 O=C(C1CCC(Cn2c(=S)[nH]c3ccccc3c2=O)CC1)N1CCN(c2ccccn2)CC1 (stereo not given)
#5 CNS(=O)(=O)c1ccc(C(=O)NCC(=O)NCCc2ccc3c(c2)OCCO3)cc1
#6 O=S(=O)(c1ccc(N2CCN(Cc3ccccc3)CC2)nc1)N1CCCC1
#7 Cc1ccc(C(=O)NN2CC(O)=C(c3nc(-c4cccc([N+](=O)[O-])c4)cs3)C2=N)cc1
#8 C/C(N)=C(/C#N)C(=O)COC(=O)c1cccc(O)c1
compound no.	1	2	3	4	5	6	7	8
H9c2 TAG inh	6.7	4.7	-1.7	-72.8	4.0	5.4	13.5	2.1
H9c2 TAG inh DAPI viability	1.6	5.9	-2.4	11.6	-6.1	8.0	1.1	1.7

#9 S=C(Nc1ccccc1)N(CCN1CCOCC1)Cc1cccc(Cl)c1
#10 COc1cccc(NC(=O)CN(C)C(=O)c2ccc(S(=O)(=O)Nc3ccccc3F)cc2)c1
#11 COc1cc2ccnc(C=O)c2cc1OC
#12 O=C(COC(=O)c1ccc2c(c1)OCCO2)Nc1ccc(F)cc1F
#13 CC1CCN(S(=O)(=O)c2ccc3ncn(CC(=O)N4CCN(C)CC4)c(=O)c3c2)CC1
#14 COC(=O)C1CCN(C(=O)COC(=O)c2ccc(=O)n(Cc3ccccc3)n2)CC1
#15 CS(=O)(=O)Nc1ccc(C(=O)Nc2ccc(S(=O)(=O)N3CCCCC3)cc2)cc1
#16 C[C@H](CO)N1C[C@H](C)[C@H](CN(C)Cc2ccncc2)Oc2cc(-c3ccccc3F)ccc2S1(=O)=O
compound no.	9	10	11	12	13	14	15	16
H9c2 TAG inh	-1.7	-2.3	27.1	-9.1	10.8	3.1	13.0	11.5
H9c2 TAG inh DAPI viability	10.0	-1.4	-14.9	6.4	-2.3	1.6	7.9	-6.6

#17 COc1ccc(CN(C(=O)c2cc3ccccc3oc2=O)C2CCCC2)cc1
#18 O=C(Nc1ncc2c(n1)CC(c1ccco1)CC2=O)c1ccco1 (stereo not given)
#19 COCCNC(=O)C1(C)CCN(C(=O)c2ccc(F)c(C)c2)C1 (stereo not given)
#20 Cc1nc2ccccc2c(=O)n1-c1ccc(NS(=O)(=O)c2ccc(F)cc2F)cc1
#21 Cc1cn([C@H]2C[C@H](O)[C@@H](CNCc3cnc(N4CCOCC4)s3)O2)c(=O)[nH]c1=O
#22 COc1cc2c(cc1OC)-c1cc(NC3CCCCC3)nc(=O)n1CC2
#23 CC(C)c1ccc(O)c(C(=O)c2cnn(-c3ccccc3)c2)c1
#24 CCN(CC)C(=O)c1[nH]cnc1C(=O)NCc1ccccc1
compound no.	17	18	19	20	21	22	23	24
H9c2 TAG inh	-18.9	-1.8	3.2	-2.6	5.6	14.5	-8.9	8.5
H9c2 TAG inh DAPI viability	-7.8	3.1	10.9	6.0	-4.5	5.0	-4.2	2.5

#25 CCOc1ccc(N(CC(=O)NC(C)CC)S(C)(=O)=O)cc1 (stereo not given)
#26 N=c1ccn(Cc2cccc(Cl)c2)cc1
#27 CN1CCN(c2nc(NCc3ccco3)nc(N)c2[N+](=O)[O-])CC1
#28 CC(C)NC(=O)Nc1cccc2c1O[C@H](CN(C)C(=O)NC(C)C)[C@@H](C)CN([C@H](C)CO)C2=O
#29 COc1ccc(CNC(=O)CN2C(=O)CC(c3ccccc3)=Nc3ccccc32)cc1
#30 Cc1noc(C)c1CSc1nnc(-c2cc(Cl)ccc2Cl)n1N
#31 CC(C)(C)c1nnc(NC(=S)Nc2ccccc2)s1
#32 CCn1c(SCc2ccc(C)cc2)nnc1-c1cnccn1
compound no.	25	26	27	28	29	30	31	32
H9c2 TAG inh	9.7	-99.5	-13.0	-12.4	13.1	-4.2	19.5	-168.3
H9c2 TAG inh DAPI viability	3.4	-6.8	1.7	7.0	1.9	4.1	-6.9	-6.6

#33 COc1ccccc1-c1cc2nc(C)cc(C)n2n1
#34 O=C(Cc1csc(Nc2nc(=S)[nH]c3ccccc23)n1)N1CCN(c2cccc(Cl)c2)CC1
#35 CCc1cc(C(=O)N2CCCC(CCC(=O)NCc3cccc(OC)c3)C2)no1 (stereo not given)
#36 COc1ccc(OCCNC(=O)c2ccc3nc(C)c(N(C)C(=O)CCc4ccccc4)n3c2)cc1
#37 OC[C@H]1O[C@@H](c2nc(-c3cccc4ccccc34)no2)[C@H](O)[C@@H]1O
#38 COc1cccc(N2CCN(C3CC(=O)N(c4ccc(F)c(Cl)c4)C3=O)CC2)c1 (stereo not given)
#39 COc1cc(NC(=O)c2cccnc2SC)cc(OC)c1
#40 CN(CCO)c1ccc(-c2nn(C)c(=O)c3ccccc23)cc1[N+](=O)[O-]
compound no.	33	34	35	36	37	38	39	40
H9c2 TAG inh	13.5	21.2	2.6	-4.2	2.8	-15.0	3.4	-7.4
H9c2 TAG inh DAPI viability	2.3	9.6	5.1	-2.4	0.9	5.5	0.2	-0.4

#41 O=C(NCc1cccnc1)c1ccc(NS(=O)(=O)c2cccc([N+](=O)[O-])c2)cc1
#42 CCCNC(=O)c1ccc(N2CCC3(CC2)CC(c2ccccc2)=NO3)c(NC(=O)c2ccco2)c1
#43 COc1ccc(CNC(=O)c2cccc(N3CCCC3=O)c2)cc1
#44 Cc1ccc(C)c(OCc2nnc(SCC(=O)NCc3ccc4c(c3)OCO4)o2)c1
#45 CCN(CC)C(=O)C1=C(C)N(CCC2=CCCCC2)C(=O)C(CC(=O)NCc2cccs2)C1 (stereo not given)
#46 CCC(Oc1ccc(Cl)cc1)C(=O)N1CC(=O)Nc2ccccc21 (stereo not given)
#47 NC(=O)NC(Cc1ccccc1)C(=O)NCC1(N2CCCCC2)CCCCC1 (stereo not given)
#48 CCC(C)NC(=O)c1c(F)c(F)c(F)c(F)c1F (stereo not given)
compound no.	41	42	43	44	45	46	47	48
H9c2 TAG inh	9.0	17.5	-10.8	-14.0	1.8	-8.1	-3.1	10.0
H9c2 TAG inh DAPI viability	-6.0	-12.1	-2.1	-4.0	-16.1	-8.0	1.6	-8.9

Some of the entries so far, with two lines to a compound:
Values run as follows: H9c2 TAG inh	H9c2 TAG inh DAPI viability
(15) CS(=O)(=O)Nc1ccc(C(=O)Nc2ccc(S(=O)(=O)N3CCCCC3)cc2)cc1
→ 13.0	7.9
(16) C[C@H](CO)N1C[C@H](C)[C@H](CN(C)Cc2ccncc2)Oc2cc(-c3ccccc3F)ccc2S1(=O)=O
→ 11.5	-6.6
(17) COc1ccc(CN(C(=O)c2cc3ccccc3oc2=O)C2CCCC2)cc1
→ -18.9	-7.8
(18) O=C(Nc1ncc2c(n1)CC(c1ccco1)CC2=O)c1ccco1 (stereo not given)
→ -1.8	3.1

Remaining list, next part.
#49 Cc1ccc(N2CC(C(N)=O)CC2=O)cc1C (stereo not given)
#50 CC(C)[N+](C)(C)CC#CC(O)(c1ccccc1)c1ccccc1
#51 Cc1ccc(NC(=O)CSCC(=O)Nc2cccc3ncccc23)cc1
#52 Cc1nn(-c2ccccc2C(F)(F)F)c(=O)c2noc(C)c12
#53 Cc1ccc(CN(C(=O)c2cccs2)C2CCS(=O)(=O)C2)cc1 (stereo not given)
#54 CCc1ccc(N(CC(=O)NC2CC2)S(=O)(=O)c2ccc(C)cc2)cc1
#55 Cc1ccc(S(=O)(=O)N(C)CC(=O)N/N=C/c2ccc(C)o2)cc1
#56 COc1ccccc1NS(=O)(=O)c1cccc(N=C2N=C(N)c3ccccc32)c1
compound no.	49	50	51	52	53	54	55	56
H9c2 TAG inh	-12.1	-8.2	7.3	-0.8	4.4	-2.8	6.6	11.8
H9c2 TAG inh DAPI viability	7.6	7.7	2.4	2.3	5.7	2.0	-6.1	-2.6

#57 Cc1ccc(S(=O)(=O)N2CCN(C(=O)c3n[nH]c(=O)c4ccccc34)CC2)c(C)c1
#58 COc1ccc(N(C2=NCCCS2)S(=O)(=O)c2ccc(C(C)(C)C)cc2)cc1
#59 COc1ccc(C(=O)N(C)CC2CCN(CCc3cccc(C(F)(F)F)c3)CC2)cc1C
#60 CNc1nn(-c2cccc(Cl)c2)nc1N
#61 O=C(NCc1ccco1)C1CCN(C(=O)c2ccc(Cl)cc2)CC1
#62 CC(=O)NC1=NN(C(C)=O)C(C)(c2cccnc2)S1 (stereo not given)
#63 CCOC(=O)c1ccc[n+]([O-])c1
#64 COc1ccc2c(c1C)CCC(C)(C#N)C2=O (stereo not given)
compound no.	57	58	59	60	61	62	63	64
H9c2 TAG inh	15.8	-45.0	5.6	3.4	5.0	8.7	1.6	-7.9
H9c2 TAG inh DAPI viability	-3.3	9.5	-8.9	1.0	5.7	-15.5	-4.5	3.3

#65 CC(C(=O)O)c1ccc(CC2CCCC2=O)cc1 (stereo not given)
#66 Cc1cccc(NC(=O)c2cnc3sccn3c2=O)n1
#67 O=C1c2ccccc2C(=O)N1CNc1ccccc1
#68 Clc1ccc(C2=NCCN2)cc1
#69 O=C(NC(N1CCCC1)C(Cl)(Cl)Cl)c1ccccc1 (stereo not given)
#70 O=C(Nc1nnc(C2=COCCO2)o1)c1ccc([N+](=O)[O-])s1
#71 CN1CCN(c2ccc(NC(=O)Cc3ccccc3)cc2)CC1
#72 O=C(NNC(=O)c1cccc(S(=O)(=O)N2CCCCC2)c1)c1ccccc1
compound no.	65	66	67	68	69	70	71	72
H9c2 TAG inh	-2.3	0.9	22.5	6.0	18.6	-4.9	6.7	-17.1
H9c2 TAG inh DAPI viability	3.4	1.2	-6.5	-6.2	9.4	-1.1	-2.0	-4.2

#73 CC(=O)c1ccc2c(c1)Nc1ccccc1S2
#74 COc1ccc(OC)c2c(=O)cc(C(=O)O)[nH]c12
#75 O=C(Nc1ccccc1F)NC1CCCc2ccccc21 (stereo not given)
#76 CCOC(=O)C1OC1(c1ccccc1)c1ccccc1 (stereo not given)
#77 COc1ccc(Cl)cc1NC(=O)CN(C)C(=O)c1cc(C)oc1C
#78 CC(C)(C)c1ccc(C2=CC(c3ccccc3F)n3ncnc3N2)cc1 (stereo not given)
#79 Cc1cccc(/C=N\NC(=O)c2ccc(Cl)cc2)c1O
#80 C/C(=N/NC(=O)CNC(=O)c1cccnc1)c1ccc([N+](=O)[O-])cc1
compound no.	73	74	75	76	77	78	79	80
H9c2 TAG inh	-1.7	-2.0	-2.9	-10.8	-11.1	18.4	9.4	-18.8
H9c2 TAG inh DAPI viability	-0.1	3.4	1.1	5.4	8.6	1.8	-20.1	-6.1

Nothing new here: entries from further up.
#1 CCCS(=O)(=O)NC(=O)C1(C)CCCN(C(=O)c2cccnc2Oc2ccccc2)C1 (stereo not given)
#2 Cc1cc(C)c[n+](-c2[nH]c(=O)sc2/C=N/N=C(\N)[S-])c1
#3 O=C(c1ccc(C(F)(F)F)cc1)N1CCN(c2ccc(N3CCOCC3)nn2)CC1
#4 O=C(C1CCC(Cn2c(=S)[nH]c3ccccc3c2=O)CC1)N1CCN(c2ccccn2)CC1 (stereo not given)
#5 CNS(=O)(=O)c1ccc(C(=O)NCC(=O)NCCc2ccc3c(c2)OCCO3)cc1
compound no.	1	2	3	4	5
H9c2 TAG inh	6.7	4.7	-1.7	-72.8	4.0
H9c2 TAG inh DAPI viability	1.6	5.9	-2.4	11.6	-6.1

The listing continues.
#81 COc1ccc(C(=O)Nc2ccc(C(=O)N3CCCC3)cc2)cc1[N+](=O)[O-]
#82 CN(c1cccc(NC(=O)c2ccccc2N(C)S(C)(=O)=O)c1)S(C)(=O)=O
#83 O=C(NC1CS(=O)(=O)CC1NCc1ccccc1)c1ccccc1 (stereo not given)
#84 CC(C)c1ccccc1NC(=S)NCc1ccncc1
#85 COc1ccc(C2C3=C(CC(C)(C)CC3=O)N(CCN3CCOCC3)C3=C2C(=O)CC(C)(C)C3)cc1
#86 O=C(/C=C/c1ccc(Cl)cc1)NC1CC2CCC1C2 (stereo not given)
#87 O=C(NCCN1CCN(S(=O)(=O)c2ccc([N+](=O)[O-])cc2)CC1)C(=O)Nc1ccccc1
#88 COCCNC(=O)C(C)OC(=O)C1=Cc2ccccc2OC1 (stereo not given)
compound no.	81	82	83	84	85	86	87	88
H9c2 TAG inh	2.6	-1.5	-13.1	17.1	11.0	-8.7	12.3	7.5
H9c2 TAG inh DAPI viability	-2.9	12.6	8.8	-6.9	3.9	2.8	-7.8	-11.7

#89 c1cnc(SCCCOc2ccc3ccccc3c2)nc1
#90 COc1ccc(CN2CCC(=O)N([C@H](CO)Cc3ccccc3)CC2)cc1OC
#91 CC(=O)NC1CCN(CC(=O)Nc2cccc([N+](=O)[O-])c2)CC1
#92 Cc1ccc(-c2noc(CN3CCN(c4ccccc4F)CC3)n2)cc1
#93 O=C(Nc1nc(-c2ccccn2)cs1)c1ccccc1-n1cnnn1
#94 CCN(CC)S(=O)(=O)c1ccc(NC(=O)[C@@H](NC(=O)c2cc(OC)cc(OC)c2)C(C)C)cc1
#95 CCC(C)(C)NC(=O)c1ccc2c(c1)OCCO2
#96 Cc1cccc(C)c1OCCn1nc(C(=O)O)c2ccccc2c1=O
compound no.	89	90	91	92	93	94	95	96
H9c2 TAG inh	-13.2	8.9	5.0	-2.0	50.7*	-22.9	-2.6	11.6
H9c2 TAG inh DAPI viability	3.9	2.0	-7.9	8.2	-30.0*	7.0	5.5	-7.0
